TNF necrop inh: blocks TNF-alpha induced death of Jurkat FADD-/- cells | Jurkat FADD-/- TNF necroptosis rescue, ATP luminescence, 24 h; 0 = TNF only, 100 = no-TNF cells | activation (protection from cell death), % at 10 µM | hit rate 0.068% among 220,000;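 active = activation, meaning protection from cell death, of at least 50% relative to plate controls; inactive = activation below 50%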;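 also: necroptosis triggered by 40 ng/mL TNF-alpha added together with compound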
RBBP9 inh: inhibitors of human serine hydrolase RBBP9; O75884; recombinant RBBP9, FP-Rh probe fluorescence polarization; inhibition, % at 7.94 µM; hit rate 0.2% among 220,000; AID 1515;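 active = inhibition above the campaign mean of all tested compounds plus 3 SD, cut at about 14% in these data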;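 also: plate controls were DMSO wells with RBBP9 for no effect and wells lacking RBBP9 protein for full effect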
Target sequence (O75884 whole entry, looked up): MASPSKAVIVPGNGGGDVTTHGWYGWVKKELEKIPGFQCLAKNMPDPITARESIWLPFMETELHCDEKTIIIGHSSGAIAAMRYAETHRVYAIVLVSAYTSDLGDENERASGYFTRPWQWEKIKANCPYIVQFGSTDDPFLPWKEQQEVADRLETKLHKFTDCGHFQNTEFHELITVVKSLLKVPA
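Assay system: recombinant human RBBP9; Reagent: Serine-hydrolase probe FP-Rh, 375 nM pre-mixing; Doses: 7.94 µM single dose, 0.794% DMSO; Incubation: 30 min then 45 min, 25 °C; Detection: fluorescence polarization (mP), excitation 525 nm, emission 598 nm; Evaluation: percent inhibition from mP, scaled between DMSO and no-protein wells.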
PPC-1+TRAIL kill: PPC-1 cancer cell killing with TRAIL present; PPC-1 cells + TRAIL, ATPLite viability luminescence; cell killing (% activity), % at 4 µM; hit rate 0.41% among 220,000; AID 1443;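 active = cell killing above 50% in the first pass at 4 µM, then a duplicate retest at 5 µM averaging 50% or more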;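 also: plate controls were cells with TRAIL plus DMSO for no effect and medium-only wells lacking cells for full effect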
TRPN1 ag: zebrafish TRPN1 (NompC) channel agonism | HEK293 zebrafish TRPN1-YFP, Fluo-8 calcium fluorescence; 100% = response to 87 µM carbachol | hit rate 0.18% among 220,000 | activation, % at 3 µM | AID 1424;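 active = activation above its plate's cutoff, the mean activation of test wells on that plate plus 3 SD, cut at about 19% in these data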;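 also: 0% = DMSO alone and 100% = 87 µM carbachol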
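Control set: carbachol 87 µM as high control, DMSO as low control; system: HEK293 stable line with zebrafish TRPN1-YFP; read-out: % activation versus carbachol response; detection: intracellular calcium fluorescence with Fluo-8; doses: single test compound dose, 3 µM nominal, 0.3% DMSO; schedule: dye 1 h 37 °C plus 30 min RT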
CHOP inh: blocks CHOP induction under ER stress; CHO-K1 CHOP-promoter luciferase, tunicamycin-induced, 15-18 h; inhibition, % at 10 µM; hit rate 3.8% among 220,000; AID 2732;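 active = compounds that reduced the stress-induced luciferase reporter signal by more than about 70% of percent inhibition, limit read from the data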;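 also: 0% = tunicamycin plus vehicle and 100% = wells without tunicamycin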
TRPML3 agonist: activates the human TRPML3 channel | Q8TDD5 | HEK293 TRPML3-YFP, Fluo-8 calcium fluorescence; 100% = the carbachol control signal | activation, % at 3 µM | hit rate 0.29% among 220,000 | AID 1448;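 active = activation above its plate's cutoff, the mean activation of the plate's test wells plus 3 SD, cut at about 12% in these data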;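 also: 0% = DMSO only wells and 100% = carbachol wells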
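Material: TRPML3-YFP stable HEK293 cells | Dosing: One concentration, 3 µM nominal, 0.3% DMSO | Timing: 125 s total fluorescence read per well | Technique: Fluo-8 calcium dye fluorescence, ex 470-495, em 515-575 nm | Measure: Percent activation from peak-to-basal fluorescence ratio, scaled between DMSO and carbachol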
BaF3 parental: counter-screen for JAK2V617F inhibitors: parental Ba/F3 viability inhibitors; CellTiter-Glo ATP luminescence; inhibition, % at 5.6 µM; hit rate 1.1% among 220,000; AID 1486;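 active = inhibition above a per-campaign cutoff, the mean inhibition of all tested compounds plus 3 SD, cut at about 27% in these data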;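 also: 0% = DMSO wells and 100% = JAK Inhibitor I control wells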
Wee1 stabilizer: inhibitors of human Wee1 degradation | HeLa Luc-Wee1K328M stability, luciferase luminescence; 100% = proteasome inhibitor MG132 effect | AID 1321 | hit rate 1.2% among 220,000 | reporter increase, % at 5 µM | P30291;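 active = activation above the mean of all tested compounds plus 3 SD, set per screening run, cut at about 8.8% in these data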;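 also: cells exposed to compound for 20 h before luminescence read; 0% = DMSO alone and 100% = MG132 at 30 µM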
Target sequence (P30291 whole entry K328M): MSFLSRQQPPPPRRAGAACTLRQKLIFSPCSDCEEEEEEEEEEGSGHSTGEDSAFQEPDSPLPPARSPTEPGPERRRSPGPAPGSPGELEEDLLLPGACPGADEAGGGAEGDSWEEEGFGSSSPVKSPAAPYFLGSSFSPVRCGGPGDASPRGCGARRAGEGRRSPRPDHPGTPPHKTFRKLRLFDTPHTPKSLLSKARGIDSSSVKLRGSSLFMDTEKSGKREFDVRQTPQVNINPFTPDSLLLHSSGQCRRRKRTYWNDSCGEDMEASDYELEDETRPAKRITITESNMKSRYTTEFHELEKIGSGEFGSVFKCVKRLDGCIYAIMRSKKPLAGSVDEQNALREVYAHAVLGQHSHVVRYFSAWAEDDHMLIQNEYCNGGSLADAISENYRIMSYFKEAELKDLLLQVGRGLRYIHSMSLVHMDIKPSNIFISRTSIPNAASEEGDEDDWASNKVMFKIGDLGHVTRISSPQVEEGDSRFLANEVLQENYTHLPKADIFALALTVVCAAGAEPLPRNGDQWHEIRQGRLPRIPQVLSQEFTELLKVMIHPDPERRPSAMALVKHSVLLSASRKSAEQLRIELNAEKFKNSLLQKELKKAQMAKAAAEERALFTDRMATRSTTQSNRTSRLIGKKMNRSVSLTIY
Ba/F3 V617F tox: lowers viability of Ba/F3 cells expressing EpoR and JAK2V617F; ATP luminescence; inhibition, % at 5.6 µM; hit rate 1.1% among 220,000; AID 1446;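 active = inhibition above the campaign mean plus 3 SD over all tested compounds, cut at about 24% in these data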;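 also: cytokine-independent growth of Ba/F3 cells driven by EpoR plus mutant JAK2; 0% = DMSO-treated cells and 100% = JAK inhibitor I control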
* marks the source's active call; other numbers are inactive results; x = no result given; [ ] = another dose, or the depositor's remark.

A first look (3 entries):
Below each compound: TNF necrop inh, RBBP9 inh, PPC-1+TRAIL kill, TRPN1 ag, CHOP inh, TRPML3 agonist, BaF3 parental, Wee1 stabilizer, Ba/F3 V617F tox
> O=C(/C=C/c1ccco1)Nc1ccccc1N1CCOCC1
→ -0.4, -5, 2, 0.5, -30, -0.4, 0, -2, -4
> COc1ccc([N+](=O)[O-])cc1NC(=O)CSCc1cc(C)cc(C)c1
→ 0.9, -8, -6, -0.8, 27, -0.8, 1, 0, -1
> CC1C(c2ccccc2)=[N+]([O-])C2(CCCCC2)N1O (configuration not stated)
→ -0.9, 0, 16, -0.9, -11, -0.3, 2, 0, -3

The list itself, previewed entries included:
Below each compound: TNF necrop inh, RBBP9 inh, PPC-1+TRAIL kill, TRPN1 ag, CHOP inh, TRPML3 agonist, BaF3 parental, Wee1 stabilizer, Ba/F3 V617F tox
> O=C(/C=C/c1ccco1)Nc1ccccc1N1CCOCC1
→ -0.4, -5, 2, 0.5, -30, -0.4, 0, -2, -4
> COc1ccc([N+](=O)[O-])cc1NC(=O)CSCc1cc(C)cc(C)c1
→ 0.9, -8, -6, -0.8, 27, -0.8, 1, 0, -1
> CC1C(c2ccccc2)=[N+]([O-])C2(CCCCC2)N1O (configuration not stated)
→ -0.9, 0, 16, -0.9, -11, -0.3, 2, 0, -3
> CC[n+]1cc(-c2ccccc2)nc(N2CCOCC2)n1
→ -1.0, -4, 14, -0.1, -7, 0.1, 0, -3, 0
> COc1ccc(-n2nc3cc(C)c(NC(=O)C(C)C)cc3n2)cc1
→ -0.2, -2, 45, 1.9, 40, 0.8, 9, 1, 0
> CCOC(=O)CN1C(=O)C(O)(CC(=O)c2ccccn2)c2ccccc21 (configuration not stated)
→ -0.5, -2, -6, 0.9, -11, 0.5, 0, -3, 0
> Nc1[nH]n2c(=O)c3c(nc2c1N=Nc1ccc(Cl)cc1)CCCC3
→ -10, 4, -3, -0.1, 78*, -0.1, -2, 0, -4
> O=c1sc2ccccc2n1Cc1ccccc1
→ 1.1, 1, 0, -2.1, 25, -1.4, 5, -2, 3
> C=CCn1c(=O)c2c(nc3n2CCS3)n(C)c1=O
→ -0.8, -8, -6, 0.7, 1, 0.8, 2, -1, 4
> C/C(=N\NC(=O)CNc1ccccc1Cl)C(C)(C)C
→ -0.8, -1, -2, 1.1, 3, 0.4, 3, 2, 3
> O=C(Nn1c(C2CCCCC2)nc2ccccc2c1=O)c1cc(Cl)ccc1[N+](=O)[O-]
→ 2.7, -7, -1, 0.1, 27, 1.5, 3, -1, -4
> O=C(NCCc1ccccc1)C1CCC(CNc2nc(=S)[nH]c3ccccc23)CC1 (configuration not stated)
→ 1.7, -6, 19, -1.0, 104*, -0.1, 2, -1, -3
> Cc1ccc(CSC2=NCCN2C(=O)C2CC2)cc1
→ -1.1, 3, -7, 0.6, 22, 0.2, 2, -3, -1
> CCOC(=O)c1ccc(NC(=O)c2cccc(S(=O)(=O)N3CCOCC3)c2)cc1
→ -11, -6, 3, 10, 42, 4.1, 14, 1, 2
> COc1cc(-c2nnc(SCc3ccccc3Cl)o2)cc(OC)c1OC
→ -3.4, -11, 18, -0.3, 29, -0.8, 3, -2, -4
> Cc1ccc(S(=O)(=O)N(CC(=O)N2CCC(C)CC2)Cc2ccccc2F)cc1
→ -3.2, -1, 19, -0.4, 64, 1.4, 2, 0, -1
> CCCCN(C(=S)NC(=O)c1ccccc1)c1c(N)n(Cc2ccccc2)c(=O)[nH]c1=O
→ -0.7, 2, 0, 0.9, -6, -0.6, 5, -2, 0
> CNC(=O)c1sccc1SCc1c(Cl)cccc1Cl
→ 0.1, 8, -16, -2.1, 49, 0.3, 0, -1, -4
> COc1ccc(NC(=O)CC2C(=O)N(c3cccc(OC)c3)C(=O)N2Cc2ccco2)cc1 (configuration not stated)
→ 0.4, 1, 4, 1.4, 13, 0.4, 5, 2, 1
> O=C(COc1ccc([N+](=O)[O-])cc1)N(Cc1ccccc1)Cc1ccccc1
→ 1.1, -3, 30, -0.8, -23, 0.6, 7, -3, 2
> CCOC(=O)c1c(C)[nH]c(C)c1C(=O)CSc1nc2ccccc2c(=O)n1-c1ccc(C)cc1
→ -2.2, -16, -24, 0.1, 45, 0.2, 4, 0, 2
> O=C(Nc1cccc(-c2ccc3nncn3n2)c1)c1ccco1
→ -1.1, -3, 4, 0.9, 0, 0.5, 4, 2, -1
> Cc1ccc(/C=N/Nc2nnc(Cl)c3ccccc23)cc1
→ -5.3, 4, 78*[5 µM], -0.3, 47, -0.6, 5, 1, 2
> C=CCOC(=O)C1=C(C)Nc2[nH]c(=O)[nH]c(=O)c2C1c1ccccc1 (configuration not stated)
→ 0.4, -6, 12, 1.9, 18, 0.2, 4, 8, 2
> O=C(/C(=C(\[O-])c1ccccc1)[n+]1ccc2ccccc2c1)c1ccc(Cl)cc1
→ 0.5, -1, 4, 0.3, -46, 0.8, -2, -2, -5
> C/C=C/c1ccc(OCCCCNCc2ccco2)c(OC)c1
→ 3.8, -7, 9, -0.3, 8, 1.0, 4, 8, 3
> Cc1cccc(C)c1NC(=S)N(Cc1cccnc1)Cc1ccccc1Cl
→ 0.3, -7, 2, -3.9, 2, -1.3, -2, -1, -2
> CC(C)NC(=O)c1onc(CSc2ccc(F)c(F)c2)c1C(=O)O
→ -0.9, -7, 13, -0.1, 15, -0.7, 7, -3, 3
> CCOC(=O)c1cc[n+](CC(=O)c2ccc(F)cc2)cc1
→ 2.5, -4, 28, 1.6, 28, 1.6, 7, -2, 0
> Cc1cccn2c(=O)c3cc(C(=O)N4CCN(C(=O)c5ccco5)CC4)n(C)c3nc12
→ -0.4, -2, 15, 0.0, 5, 0.5, 4, 3, 3
> CN(N=Nc1ccc([N+](=O)[O-])cc1)c1ccccc1
→ 3.2, 1, -2, 0.5, 60, 0.9, 5, 0, -1
> O=S(=O)(O)CCN1CCOCC1
→ 0.2, -2, -10, 1.1, 12, 0.1, 7, 1, 4
> CCOc1ccccc1Oc1coc2cc(O)ccc2c1=O
→ -0.3, -5, -12, -0.3, 22, 0.0, 7, 1, -1
> CCOC(=O)N1CCN(c2cc(N)c([N+](=O)[O-])cc2F)CC1
→ -3.2, -3, 18, 2.9, 10, 0.8, 0, 1, -4
> COc1ccc(CNC(=O)CSc2nnc(-c3ccc(NC(C)=O)cc3)n2C)cc1
→ 0.9, 7, -18, -1.5, -11, 0.0, 0, 2, -2
> CCCCC1CC(CSc2ncn[nH]2)OC1=O (configuration not stated)
→ 0.0, -6, 22, 2.1, 34, 0.2, 0, -1, 0
> O=C(c1noc2c1CCc1ccccc1-2)N1CCc2ccccc2C1
→ 2.8, -11, 2, 0.7, 32, 0.1, 4, 3, 1
> O=C(Cc1ccc(Br)cc1)N1CCN(c2ccccn2)CC1
→ 1.1, -5, 6, 0.4, 10, 0.9, 5, 7, 2
> O=C(O/N=C(\c1ccccc1)c1ccccn1)c1ccc(Cl)c(Cl)c1
→ -0.3, -7, 17, 1.8, 22, 0.7, -3, 5, -4
> Cc1cc(Cl)c(O)c(-n2nc3ccccc3n2)c1
→ -0.8, -3, 7, 0.2, -19, 0.6, 1, 5, -4
> COC(=O)c1ccc(NC(=S)Nc2ccccc2)cc1
→ -7.6, -11, -15, -0.9, 16, 0.9, 5, -3, 2
> CCCCSc1nc(SCC(=O)NCc2ccco2)c2c3c(sc2n1)COC(C)(CC)C3 (configuration not stated)
→ 1.0, -8, -2, 0.3, -20, 0.0, -1, 1, 2
> COc1cc(NS(=O)(=O)c2ccc(NC(=S)NC(=O)/C=C/c3ccc(F)cc3)cc2)ncn1
→ 6.6, -1, 2, -0.8, -12, 0.2, 0, 1, -4
> CCCCN(C)CCNC(=O)c1ccc(Cn2c(=S)[nH]c3ccc(Br)cc3c2=O)cc1
→ 1.2, -8, x, 2.0, -4, 0.8, 6, 1, 1
> COc1ccc(/C=C/C(=O)NCC2COc3ccccc3O2)cc1OC (configuration not stated)
→ 1.6, 5, 8, 0.4, 9, 1.0, 0, 3, -2
> O=c1nc(Nc2cccc(Cl)c2)oc2cc(Cl)oc(=O)c12
→ -25, -20, 0, 1.7, 5, 1.1, -2, 2, -1
> CCOc1cc(S(=O)(=O)N2CCC(C(N)=O)CC2)ccc1F
→ -0.1, -11, 33, -0.7, -24, 0.6, 2, -2, -2
> CCN(CC)c1ccc(C2C(C(=O)OC(C)C)C(=O)CC(C)(O)C2C(=O)OC(C)C)cc1 (configuration not stated)
→ -8.8, 3, 3, -1.8, 1, -1.7, 3, -1, 0
> Cc1ccc(C(=O)N2CCN(c3ccc(NC(=O)c4cccnc4)cc3)CC2)cc1
→ -2.2, -9, 5, 0.1, 23, -0.2, 0, 5, -4
> Cc1ccccc1CS(=O)(=O)CCC(=O)N1CCN(c2ccc(N3CCOCC3)nn2)CC1
→ -0.7, -7, 3, -1.6, 1, 0.1, 5, 2, 0
> COc1cc2c(cc1OC)C(c1cccs1)N(C(=O)c1ccncc1)CC2 (configuration not stated)
→ -4.8, 5, 16, -1.4, 22, 0.2, -1, -2, -2
> CCCOCC(O)CCc1n[nH]c(=S)n1-c1ccccc1 (configuration not stated)
→ 0.3, 1, 7, 2.1, -6, -0.1, 1, 3, -3
> O=C(CCc1ccccc1)Nc1ccc(N2CCOCC2)cc1
→ 2.6, -6, 18, 0.3, 11, 0.5, 7, 0, 5
> Cc1nc(NCCOc2ccccc2)sc1C(=O)Nc1ccccc1
→ 1.1, -3, -2, -1.2, -6, -0.6, 1, -1, 5
> CNCc1cn2cc(Cl)ccc2n1
→ 3.0, -2, 14, 0.1, 9, 0.5, -5, 3, -3
> O=C(CN1CCN(S(=O)(=O)c2ccccc2)CC1)Nc1ccc([N+](=O)[O-])cc1
→ 3.5, -1, 18, 2.4, -26, 1.1, 2, -2, -2
> O=C(CN1C(=O)C2CCCCC2C1=O)Nc1ccc(S(=O)(=O)Nc2ncccn2)cc1 (configuration not stated)
→ 0.9, -6, 39, 1.2, -6, 1.8, 7, 0, 5
> Cc1cc(C)nc(N2CCCC(C(=O)Nc3ccc4c(c3)OCO4)C2)n1 (configuration not stated)
→ -2.0, 4, 15, -1.1, 7, -1.4, 4, -1, 4
> O=C(O)C1C2C=CC(O2)C1C(=O)Nc1ccccc1C(F)(F)F (configuration not stated)
→ -0.4, -5, -9, -0.1, 56, 0.8, 4, 0, -2
